# Assay outcomes: PubChem BioAssay, National Center for Advancing Translational Sciences (NCATS)
# PKM2 act: activators of human pyruvate kinase M2 | P14618 | purified PKM2, Kinase-Glo ATP luminescence, activation; response scale: 0% is enzyme alone, no compound | Potency, µM (top dose mostly 57.5 µM), for the others: at the highest dose activation, hits mostly activators | 260,000 tested, 0.34% active; further: potency means the concentration at half of the fitted maximal effect; nearly all actives have a fitted effect of over 55% in size
#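 Purified hPK-M2 (>95%) run at intermediate activity with 0.1 mM ADP and 0.5 mM PEP in 50 mM imidazole pH 7.2, KCl, MgCl2; 1 h room temperature. ATP formed read by Kinase-Glo luminescence; normalized to uninhibited and no-enzyme controls.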
# KCNH2 3.1 inh: blocks the human KCNH2 3.1 channel isoform; U2OS KCNH2 3.1, thallium flux FluxOr; stronger effect = lower value; activity change, % (tested at about 1.8 µM); 340,000 tested, 0.95% active; AID 720553;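 active means maximum activity change below -70%; inconclusive means maximum activity change from -70% to -50%; inactive means maximum activity change above -50%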;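 further: thallium influx rate constant from kinetic fluorescence after stimulation buffer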
#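 Virally transduced U2OS (3.1 isoform, 4 h infection in dark at RT) → overnight 37 C → FluxOr + Red40 in HBSS/HEPES, 45 min → stimulation buffer, 2 min kinetic read → rate constant vs DMSO controls.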
# BCR signal inh: inhibitors of chronic active B-cell receptor signaling; ABC-DLBCL IkBa-CBG/CBR reporter, luminescence ratio, 4 h; Potency, µM (doses to about 46.1 µM), without a hit: top-dose ratio change, negative = lower green/red ratio, most hits filed as inhibitors; 340,000 tested, 0.05% active; AID 493014; active means well fitted inhibition curve with a large enough effect in the signal ratio, with a control signal flat, not every such curve was filed as active; inconclusive means small, poorly fitted or top-dose-only effect, or effect the other way, or a change in a side signal; the % refers to the signal ratio;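 further: potency means the concentration at half of the fitted maximal effect; plate controls were basal doxycycline-induced cells for no effect and cells given 10 µM MG132 for full effect; MG132 reads +100%, hits lower the ratio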
#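 Doxycycline induced both beetle luciferases in TMD8 lymphoma cells; IKK-driven degradation limits the IkappaBalpha-fused green signal, while red luminescence normalises for cell number and nonspecific effects. Compounds tested up to 46 uM, 4 hrs.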
# USP2a inh: inhibitors of human ubiquitin-specific protease USP2a. AID 463254. USP2 core, Ub-CHOP2 coupled fluorogenic reporter, 485/531. Potency, µM (doses to about 38.3 µM), for the others: top-dose activity change, negative = inhibition, actives largely listed as inhibitors. 330,000 tested, 0.01% active. O75604;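 further: potency means the concentration at half of the fitted maximal effect; plate controls were DMSO wells for no effect and full inhibition by NEM control for full effect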
# Target sequence (O75604 whole entry, looked up): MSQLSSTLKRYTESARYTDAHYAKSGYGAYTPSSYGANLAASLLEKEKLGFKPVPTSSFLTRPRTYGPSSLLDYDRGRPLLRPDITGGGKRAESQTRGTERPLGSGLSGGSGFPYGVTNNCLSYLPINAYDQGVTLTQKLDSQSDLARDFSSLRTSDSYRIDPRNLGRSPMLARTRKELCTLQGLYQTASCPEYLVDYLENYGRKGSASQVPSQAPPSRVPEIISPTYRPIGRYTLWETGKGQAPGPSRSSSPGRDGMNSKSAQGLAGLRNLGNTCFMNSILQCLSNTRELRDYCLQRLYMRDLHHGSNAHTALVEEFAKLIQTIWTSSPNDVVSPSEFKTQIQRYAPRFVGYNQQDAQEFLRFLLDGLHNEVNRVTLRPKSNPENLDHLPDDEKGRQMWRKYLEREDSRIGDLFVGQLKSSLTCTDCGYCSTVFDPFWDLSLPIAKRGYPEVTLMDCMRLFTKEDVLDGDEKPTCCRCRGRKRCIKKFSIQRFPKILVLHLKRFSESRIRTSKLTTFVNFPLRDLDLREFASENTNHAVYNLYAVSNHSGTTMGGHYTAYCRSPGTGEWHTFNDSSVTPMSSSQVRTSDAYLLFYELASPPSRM
#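 Cell-free coupled assay: 10nM USP2 core preincubated 30min RT with compound in Tris-HCl pH 8.0/CaCl2/CHAPS buffer, then 25nM Ub-CHOP2 and 25nM reporter substrate; fluorescence (Ex 485/Em 531) read after 60min RT, normalized to NEM inhibition, concentration-response curves fitted.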
# uPA surface inh: inhibitors of cell surface uPA generation; cell surface uPA generation assay, qHTS; Potency, µM (highest dose often 38.3 µM), inactives show top-dose activity change, negative = inhibition, usual class: inhibitors; 330,000 tested, 0.31% active; AID 540303; active means well fitted inhibition curve with a large enough effect; inconclusive means small, poorly fitted or top-dose-only effect; inactive means no such curve, though single readings can be large or run the other way; tested in mouse RAW 264.7 cells; further: potency means the concentration at half of the fitted maximal effect; nearly all actives have a fitted effect of over 55% in size
# Giardia killer: kills Giardia lamblia; Giardia lamblia trophozoite viability; 340,000 tested, 0.15% active; activity change, % at 7.66 µM, hits read low; AID 540267; in the data active means activity change below about -80%; inconclusive means between about -30% and that limit;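 further: parasites exposed to compound for two days anaerobically before the ATP read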
#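 Media and compound were dispensed first, then trophozoites at 100 cells/well; plates sat 48 hrs at 37 deg C without oxygen before ATP luminescence reagent was added and read after 15-30 min at room temperature.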
# B2AR arrestin: agonists driving beta-arrestin recruitment to human beta2-adrenergic receptor; P07550; beta-arrestin recruitment to beta2AR, cell-based reporter; Potency, µM (titrated, usually from 46.1 µM), inactives show at the highest dose activation, most hits filed as activators; 330,000 tested, 0.02% active;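 further: potency means the concentration at half of the fitted maximal effect; 0% = DMSO controls and full agonism = EC100 isoproterenol or metaproterenol; nearly all actives have a fitted effect of over 65% in size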
# KCNH2 WT inh: blocks the wildtype human KCNH2 potassium channel | U2OS, BacMam KCNH2, thallium flux FluxOr; stronger effect = lower value | activity change, % at 1.84 µM | 340,000 tested, 0.37% active;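 active means maximum activity change below -70%; inconclusive means maximum activity change between -70% and -50%; inactive means maximum activity change above -50%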
#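 U2OS cells were transduced with wild-type KCNH2 virus (2.03 x 10^8 / mL) for 4 h at room temperature, then cultured overnight at 37 C. Thallium flux was read with FluxOr dye. Rate constants were normalized to DMSO controls.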
# Eya2 inh: blocks the phosphatase activity of human Eya2; recombinant Eya2, OMFP fluorescence dephosphorylation (OMFP is methylfluorescein phosphate); 330,000 tested, 0.006% active; Potency, µM (highest dose often 76.9 µM), without a hit: at the top dose activity, negative = inhibition, usual class: inhibitors; O00167; further: potency means the concentration at half of the fitted maximal effect
#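 Eya2 (0.2 uM) preincubated 10 min at ambient with compound, then OMFP substrate added at 50 uM; 10 min reaction in 50 mM HEPES pH 7.5, 50 mM NaCl, 5 uM MgCl2, 0.05% BSA, 1 mM DTT. Fluorescence read at Ex 485/Em 525 nm.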
# FBPA coupling cs: inhibits coupling enzyme system, counter-screen for aldolase hits; coupling enzyme system counterscreen, AmpLite Red fluorescence; activity change, negative = inhibition, % at 58.2 µM, hits read low; 290,000 tested, 0.67% active; in the data active means activity change below about -30%
#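 Coupling enzymes only (glyceraldehyde-3-phosphate) + compound, at 57.5 uM final, 10 min RT; add substrate/coupling/AmpLite Red mix, 20 min RT; fluorescence ex 525/em 598 nm. Actives flag coupling-system interference.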
# GALK inhibitor: galactokinase (human) inhibition; P51570; Purified GALK, Kinase-Glo residual ATP luminescence; Potency, µM (series often up to 57.5 µM), inactives show top-dose activity change, negative = inhibition, most hits filed as inhibitors; 270,000 tested, 0.007% active; AID 1868; further: potency means the concentration at half of the fitted maximal effect
# Target sequence (P51570 whole entry, looked up): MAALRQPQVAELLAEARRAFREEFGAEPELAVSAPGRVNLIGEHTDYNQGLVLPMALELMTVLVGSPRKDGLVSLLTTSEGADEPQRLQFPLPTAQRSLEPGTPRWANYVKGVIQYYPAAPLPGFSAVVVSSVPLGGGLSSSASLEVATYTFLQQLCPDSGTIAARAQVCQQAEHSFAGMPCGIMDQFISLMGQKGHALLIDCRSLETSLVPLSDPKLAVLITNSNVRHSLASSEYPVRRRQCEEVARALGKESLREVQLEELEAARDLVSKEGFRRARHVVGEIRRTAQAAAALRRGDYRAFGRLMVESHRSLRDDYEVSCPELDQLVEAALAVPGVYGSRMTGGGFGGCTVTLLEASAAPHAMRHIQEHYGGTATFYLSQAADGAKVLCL
#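 Quantitative HTS: GALK 5 nM, ATP 35 uM, galactose 100 uM, 1 h room temperature, then luciferase-based ATP detection.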
# * hit, by the source's call; ? = inconclusive; . = no result given. Unless noted, the call rests on the fitted dose curve; in most records, active means well fitted curve in the direction sought with a large enough effect; inconclusive means small, poorly fitted or top-dose-only effect, or another doubt; inactive means no such curve, though single readings can be large; an effect the other way counts as inactive or inconclusive. Unless noted, on the % scale 0 is the no-effect control and ±100 the full control effect.
1: Cc1ccc(C)c(N2CCN(S(=O)(=O)c3c(C)[nH]c(C)c3C(=O)N3CCCC3)CC2)c1
2: O=C(CCC1CCCN(C(=O)C2=CCCCC2)C1)N1CCN(c2ccccn2)CC1 (configuration not stated)
3: Cc1cc(NC(=O)CCCC(=O)Nc2ccc(F)cc2)no1
4: CCCN(CCC)S(=O)(=O)c1cccc(C(=O)N=c2sccn2C)c1
5: O=C(O)c1ccc(N/N=C/c2ccc(-c3ccccc3Cl)o2)cc1
6: Cn1c(SCC(=O)NC2CCCCC2)nnc1-c1ccc(N)cc1
7: CC1CCCN(C(=O)CSc2nnc(-c3ccncc3)n2C)C1 (configuration not stated)
8: O=C(Nc1nc2ccc(Cl)cc2s1)[C@@H]1CCCN1C(=O)c1cccs1
Screen / compound no. | 1 | 2 | 3 | 4 | 5 | 6 | 7 | 8
PKM2 act | . | -3% | -4% | 3% | 0% | 0% | . | 4%
KCNH2 3.1 inh | -10 | 12 | -45 | -2 | -3 | -4 | -11 | 11
BCR signal inh | -1% | 5% | 14% | -13% | ? | 2% | -4% | ?
USP2a inh | -2% | -1% | 2% | 0% | 4% | 2% | -2% | 0%
uPA surface inh | -5% | 5% | 3% | 1% | 5% | 2% | 0% | -1%
Giardia killer | 5 | 11 | 1 | -9 | 9 | -8 | 24 | -12
B2AR arrestin | -0.8% | 0.0% | -0.1% | -0.5% | -0.7% | 0.1% | 0.1% | -0.7%
KCNH2 WT inh | 2 | -1 | -2 | 7 | 0 | 0 | 14 | -6
Eya2 inh | 0% | -2% | 0% | -8% | -1% | 5% | -2% | 0%
FBPA coupling cs | -1 | -5 | 1 | . | 2 | 3 | 4 | 2
GALK inhibitor | 4% | -1% | 0% | -3% | -9% | -1% | 16% | -3%

9: CC12Cc3ccc4ccccc4c3C=C1C[N+](C)(C)C2 (configuration not stated)
10: Nn1cc(-c2ccccc2)nc1SCC(=O)NCC(F)(F)F
11: COc1ccc(C2C(C(C)=O)=C(O)C(=O)N2c2nc3ccccc3s2)cc1OC (configuration not stated)
12: CCOC(=O)N1CCN(C(=O)CSc2ccc(Cl)cc2)CC1
13: COC(=O)[C@]1(C)N[C@H](c2ccc(-c3ccc(F)cc3)cc2)[C@@H]2C(=O)N(C)C(=O)[C@@H]21
14: N#Cc1cc(C(=O)c2cc(F)ccc2O)cn(-c2nccs2)c1=O
15: CC(C)C(NS(=O)(=O)c1c(Cl)cccc1Cl)C(=O)OCC(=O)c1c[nH]c2ccccc12 (configuration not stated)
16: Cc1ccc(C(=O)Nc2ccnc(-c3cccnc3)n2)cc1
Screen / compound no. | 9 | 10 | 11 | 12 | 13 | 14 | 15 | 16
PKM2 act | -2% | 0% | -1% | 1% | . | 4% | 2% | 4%
KCNH2 3.1 inh | 0 | 8 | -4 | 0 | -8 | -7 | 7 | -109*
BCR signal inh | ? | -10% | ? | 0% | 10% | ? | ? | 9%
USP2a inh | -1% | -1% | -4% | 0% | 0% | ? | -2% | 1%
uPA surface inh | 2% | 8% | 7% | -1% | -11% | 4% | 3% | 14%
Giardia killer | 17 | -9 | 16 | -2 | 12 | 9 | -3 | 20
B2AR arrestin | -0.1% | 0.0% | 0.0% | 0.1% | -0.1% | -1.0% | 0.1% | -1.1%
KCNH2 WT inh | -5 | -5 | 4 | 4 | -12 | 1 | -1 | -8
Eya2 inh | 8% | ? | 8% | 11% | 11% | 33% | 2% | -2%
FBPA coupling cs | -1 | 1 | 16 | 4 | . | -2 | -7 | 2
GALK inhibitor | -1% | 1% | 12% | 1% | . | -14% | -6% | 1%

17: NS(=O)(=O)c1ccc(NCc2cc(Cl)ccc2OCc2ccccc2F)cc1
18: CCCCn1c(CCC)nc([N+](=O)[O-])c1Sc1ccc(Cl)cn1
19: Cc1nn(Cc2ccc(F)cc2)c(C)c1NC(=O)c1cccnc1Cl
20: Nc1cccc2[nH]c(C(F)(F)F)nc12
21: CCC(Oc1ccccc1)C(=O)N1CCN(C(=O)C(CC)Oc2ccccc2)CC1 (configuration not stated)
22: Cc1ccc(Sc2c(O)c3ccccc3n(C)c2=O)cc1
23: O=C(NCCCN1CCOCC1)C1(c2ccccc2)CCOCC1
24: CCn1c(SCC(=O)c2c(N)n(C)c(=O)n(C)c2=O)nc2sc(C)c(C)c2c1=O
Screen / compound no. | 17 | 18 | 19 | 20 | 21 | 22 | 23 | 24
PKM2 act | -6% | -4% | 0% | . | -9% | 1% | -3% | 0%
KCNH2 3.1 inh | -11 | 10 | 4 | 22 | 0 | -10 | -2 | .
BCR signal inh | 0% | ? | 1% | 3% | ? | 1% | 1% | -2%
USP2a inh | 2% | 0% | 1% | -1% | -3% | 3% | -1% | 0%
uPA surface inh | . | -15% | -3% | 5% | -12% | 7% | 3% | .
Giardia killer | -12 | -10 | 1 | -4 | 12 | 0 | -7 | .
B2AR arrestin | -0.3% | -1.5% | -1.0% | 0.0% | 0.2% | -0.7% | 0.3% | -1.0%
KCNH2 WT inh | -3 | -12 | 4 | -1 | 18 | -21 | -25 | .
Eya2 inh | -12% | -19% | 0% | 9% | -11% | 8% | -4% | 1%
FBPA coupling cs | 2 | -20 | 3 | -30 | 3 | 2 | 1 | 2
GALK inhibitor | -8% | 1% | 0% | 9% | 2% | . | 7% | 2%

25: COc1ccccc1CNC(=O)C(C)n1cccc1C(=O)c1ccccc1 (configuration not stated)
26: CCOc1ccc(NC(=O)c2ccccc2NS(=O)(=O)c2ccc(F)cc2)c([N+](=O)[O-])c1
27: O=C(CSc1nc(-c2ccccc2)ns1)NCC1CCCO1 (configuration not stated)
28: CO/N=C/c1ccc(Sc2ccccc2)c([N+](=O)[O-])c1
29: O=C(NCc1ccccc1)C1=C[C@H](C2CCCCC2)C[C@H](OCc2ccc(CO)cc2)O1
30: CCOc1ccc(NC(=O)CSc2nnc(-c3ccco3)n2C)cc1
31: COc1ccc(N2CCN(c3ncnc4nc[nH]c34)CC2)cc1
32: Cc1cccc(C)c1OCc1cc(C(=O)NC2CCC(O)CC2)no1 (configuration not stated)
Screen / compound no. | 25 | 26 | 27 | 28 | 29 | 30 | 31 | 32
PKM2 act | . | -7% | -6% | 6% | 4% | 2% | 3% | -12%
KCNH2 3.1 inh | 1 | . | -15 | -44 | -29 | 19 | -2 | 21
BCR signal inh | 5% | ? | 4% | ? | 10% | 0% | 3% | -1%
USP2a inh | 3% | -6% | -1% | 3% | -6% | -2% | 5% | 2%
uPA surface inh | 3% | 3% | -1% | 0% | -8% | 2% | -4% | 13%
Giardia killer | -4 | -14 | -3 | -4 | 1 | -26 | -6 | -24
B2AR arrestin | -0.6% | -1.1% | 0.2% | -0.6% | -0.4% | 0.1% | 0.2% | -0.3%
KCNH2 WT inh | -23 | -36 | -8 | -2 | -15 | -10 | -10 | -4
Eya2 inh | -28% | -1% | 4% | 1% | -6% | 8% | -3% | -6%
FBPA coupling cs | . | 6 | . | 2 | -3 | 1 | 2 | .
GALK inhibitor | -9% | 1% | -7% | -3% | 0% | 5% | -1% | -4%

# Copied from the results shown (8 entries):
25: COc1ccccc1CNC(=O)C(C)n1cccc1C(=O)c1ccccc1 (configuration not stated)
26: CCOc1ccc(NC(=O)c2ccccc2NS(=O)(=O)c2ccc(F)cc2)c([N+](=O)[O-])c1
27: O=C(CSc1nc(-c2ccccc2)ns1)NCC1CCCO1 (configuration not stated)
28: CO/N=C/c1ccc(Sc2ccccc2)c([N+](=O)[O-])c1
29: O=C(NCc1ccccc1)C1=C[C@H](C2CCCCC2)C[C@H](OCc2ccc(CO)cc2)O1
30: CCOc1ccc(NC(=O)CSc2nnc(-c3ccco3)n2C)cc1
31: COc1ccc(N2CCN(c3ncnc4nc[nH]c34)CC2)cc1
32: Cc1cccc(C)c1OCc1cc(C(=O)NC2CCC(O)CC2)no1 (configuration not stated)
Screen / compound no. | 25 | 26 | 27 | 28 | 29 | 30 | 31 | 32
PKM2 act | . | -7% | -6% | 6% | 4% | 2% | 3% | -12%
KCNH2 3.1 inh | 1 | . | -15 | -44 | -29 | 19 | -2 | 21
BCR signal inh | 5% | ? | 4% | ? | 10% | 0% | 3% | -1%
USP2a inh | 3% | -6% | -1% | 3% | -6% | -2% | 5% | 2%
uPA surface inh | 3% | 3% | -1% | 0% | -8% | 2% | -4% | 13%
Giardia killer | -4 | -14 | -3 | -4 | 1 | -26 | -6 | -24
B2AR arrestin | -0.6% | -1.1% | 0.2% | -0.6% | -0.4% | 0.1% | 0.2% | -0.3%
KCNH2 WT inh | -23 | -36 | -8 | -2 | -15 | -10 | -10 | -4
Eya2 inh | -28% | -1% | 4% | 1% | -6% | 8% | -3% | -6%
FBPA coupling cs | . | 6 | . | 2 | -3 | 1 | 2 | .
GALK inhibitor | -9% | 1% | -7% | -3% | 0% | 5% | -1% | -4%
